MBNL1 CUG block: qHTS Assay for Inhibitors of MBNL1-poly(CUG) RNA binding | actives 0.036% (n = 280,000) | Potency, µM (series often up to 57.5 µM), without a hit: at the highest dose activity change, negative = inhibition, usual class: inhibitors | Muscleblind-like protein 1 (Homo sapiens), Q9NR56 | TR-FRET MBNL1-His/biotin-(CUG)12 binding, 665/545 ratio | AID 2675, 2010; active = well fitted inhibition curve with a large enough effect in the signal ratio, with a control signal flat, not every such curve was filed as active; inconclusive = small, poorly fitted or top-dose-only effect, or effect the other way, or a change in a side signal; inactive = no such curve, though single readings can be large or run the other way; the % refers to the signal ratio; also: potency is read from the fitted curve at half-maximal effect; % is scaled to controls: 0 for no effect and ±100 for the full control effect
Target sequence (Q9NR56 whole entry, looked up): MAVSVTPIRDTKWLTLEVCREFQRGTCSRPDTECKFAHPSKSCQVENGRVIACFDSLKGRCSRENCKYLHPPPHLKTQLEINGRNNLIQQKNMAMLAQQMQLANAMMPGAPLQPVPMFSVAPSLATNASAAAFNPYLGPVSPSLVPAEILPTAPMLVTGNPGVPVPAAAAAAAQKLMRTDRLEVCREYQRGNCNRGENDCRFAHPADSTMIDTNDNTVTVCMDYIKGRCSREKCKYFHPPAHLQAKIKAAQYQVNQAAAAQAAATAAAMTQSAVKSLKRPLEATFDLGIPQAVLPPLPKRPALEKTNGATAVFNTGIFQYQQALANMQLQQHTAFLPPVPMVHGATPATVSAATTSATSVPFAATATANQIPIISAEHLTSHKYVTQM
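His-tagged MBNL1 binding to biotinylated (CUG)12 RNA was measured by TR-FRET using terbium anti-His antibody (0.055 ng/ul final) and streptavidin-XL665 (5 nM final). Compounds were titrated 92 nM to 58 uM; 60 min at room temperature.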
PTAP TSG101 blk: qHTS Assay for Iinhibitors of HIV-1 Budding by Blocking the Interaction of PTAP/TSG101; Potency, µM (top dose mostly 115 µM), for the others: at the highest dose activity change, negative = inhibition, most hits filed as inhibitors; 340,000 tested, under 10 active; Fluorescence polarization, FITC-PTAP peptide / Tsg101 binding; active = well fitted inhibition curve with a large enough effect in the main read-out, with a control signal flat, not every such curve was filed as active; inconclusive = small, poorly fitted or top-dose-only effect, or effect the other way, or a change in a side signal; inactive = no such curve, though single readings can be large or run the other way; also: potency is read from the fitted curve at half-maximal effect; % of control where 0% means no effect
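Steps: Tsg101 binding domain dispensed (10 uM final), compounds pinned in DMSO, FITC-labeled PTAP-motif peptide added (50 nM final); after 20 min binding at room temperature, polarization measured.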
AT treatment: qHTS Assay for Identifying a Potential Treatment of Ataxia-Telangiectasia. […] A-T fibroblasts, KAP-1 phosphorylation AlphaLISA; neocarzinostatin DNA damage 30 min before lysis. Potency, µM (top dose mostly 57.5 µM), inactives show at the top dose activation, most hits filed as activators. actives 0.19% (n = 320,000). AID 485349, 2010; also: potency is read from the fitted curve at half-maximal effect; % of control where 0% means no effect; nearly all actives have a fitted effect of over 45% in size
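hTERT-immortalized A-T patient fibroblasts ([…]), 500 cells/well in OPTI-MEM, 1% FBS, got compounds for 60 min, then NCS for 30 min at 37C. Lysates were then assayed for phospho-KAP-1 by AlphaLISA (anti-pKAP1 donor, anti-KAP1 acceptor beads), 6 hr at 25C.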
Integrin act MD: qHTS for Activators of Integrin-Mediated Alleviation for Muscular Dystrophy | Potency, µM (series often up to 38.3 µM), for inactives: at the highest dose activation, hits mostly activators | actives 0.064% (n = 350,000) | alpha7betagal myoblasts, beta-gal FDG fluorescence, 48 h;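 also: potency is read from the fitted curve at half-maximal effect; 100% = response of the positive control SU9516; nearly all actives have a fitted effect of over 60% in size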
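alpha7betagal+/- myoblasts (passage 13, 250/well) treated 48 h at 37C with compounds at 1:260 dilution of DMSO stock. Lysed, then beta-galactosidase activity read as FDG fluorescence (ex 480/em 540) after 30 min, with pre-read for autofluorescence.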
TSHR antag: Antagonists of the Thyroid Stimulating Hormone Receptor: HTS campaign; TSHR-expressing cells, TSH-stimulated cAMP HTRF, 2 h; active compounds read low; activity change, negative = inhibition, % at 11.5 µM; actives 0.2% (n = 330,000); AID 504810, 2011;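 active = activity change below a set negative limit, meaning inhibition stronger than a set level, cut at about -70% in these data; inconclusive = activity change between two set negative limits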; also: % is scaled to controls: 0 for no effect and ±100 for the full control effect
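TSHR-expressing cells were treated with compounds, then stimulated with TSH at EC80 (4nM final) for 2 hours at 37 deg C. Cellular cAMP was measured by HTRF competition between lysate cAMP and cAMP-d2 for a cryptate-labelled anti-cAMP antibody.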
Mito fusion act: qHTS Assay for Small Molecule Inhibitors of Mitochondrial Division or Activators of Mitochondrial Fusion; S. cerevisiae fusion-defective mutant growth rescue, CellTiterGlo 48 h; Potency, µM (highest dose often 46.1 µM), without a hit: at the top dose growth rescue (activation), most hits filed as activators; actives 0.23% (n = 320,000); AID 485298, 2010;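 also: potency is read from the fitted curve at half-maximal effect; % of control where 0% means no effect; nearly all actives have a fitted effect of over 45% in size; temperature-sensitive fusion mutants such as fzo1-1 at 37 °C on non-fermentable ethanol glycerol medium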
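Read-out: ATP-based luminescence (CellTiterGlo, 10 min ambient) reporting growth of fusion-defective ts yeast after 48 hours at 37C on glycerol/ethanol YPEG medium in the presence of compound.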
Menin-MLL TR inh: qHTS Assay for Inhibitors Targeting the Menin-MLL Interaction in MLL Related Leukemias: Competition With Texas Red Labeled MLL-derived Mutant Peptide | Menin + Texas Red MLL mutant peptide, fluorescence polarization | actives 0.23% (n = 270,000) | O00255 | Potency, µM (top dose mostly 61.6 µM), for the others: at the highest dose FP activity change, negative = inhibition, hits mostly inhibitors | AID 1768, 2009; active = well fitted inhibition curve with a large enough effect in the polarisation, with a control signal flat, not every such curve was filed as active; inconclusive = small, poorly fitted or top-dose-only effect, or effect the other way, or a change in a side signal; inactive = no such curve, though single readings can be large or run the other way; the % refers to the polarisation; also: potency is read from the fitted curve at half-maximal effect; % of control where 0% means no effect; many of its hits are not listed in these tables
TCR act: Activators of T cell receptors: qHTS campaign; primary human leukocytes, anti-CD3, IL-2 HTRF, 48 h; Potency, µM (series often up to 9.22 µM), for the others: at the top dose activation of IL-2 secretion, usual class: activators; 330,000 tested, under 10 active; AID 504894, 2011; also: % of control where 0% means no effect
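Using a-CD3 beads without co-stimulation, primary human leukocytes were exposed to compounds for 48 hr. An HTRF IL-2 kit measured the cytokine, with europium-to-d2 energy transfer producing emission at 665nm upon 320nm excitation.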
CXXC DNA block: qHTS Fluorescence Polarization Assay for Inhibitors of MLL CXXC domain - DNA interaction | Potency, µM (top dose mostly 115 µM), for inactives: at the top dose activity change, negative = inhibition, hits mostly inhibitors | actives 0.037% (n = 290,000) | MLL-CXXC / FITC-HOXA9 DNA fluorescence polarization | AID 2662, 2010; active = well fitted inhibition curve with a large enough effect in the polarisation, with a control signal flat, not every such curve was filed as active; inconclusive = small, poorly fitted or top-dose-only effect, or effect the other way, or a change in a side signal; inactive = no such curve, though single readings can be large or run the other way; the % refers to the polarisation; also: potency is read from the fitted curve at half-maximal effect
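Purified MLL-CXXC (added from a 7 uM solution) was preincubated 5 min at ambient with pinned compounds in 50 mM Tris-HCl pH 7.5, 50 mM NaCl, 1 mM DTT, 0.05% BSA. Fluorescein-labeled HOX-A9 DNA (50 nM solution) followed, 30 min, then polarization read.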
S-ASM inh: Inhibitors of Secretory Acid Sphingomyelinase (S-ASM): qHTS; Sphingomyelin phosphodiesterase (Homo sapiens), P17405; placental ASM, HMU-PC fluorogenic substrate, 60 min; Potency, µM (doses to about 57.5 µM), for inactives: top-dose activity change, negative = inhibition, actives largely listed as inhibitors; actives 0.006% (n = 340,000); AID 504937, 2011; also: potency is read from the fitted curve at half-maximal effect
Target sequence (P17405 47-631 limits assumed): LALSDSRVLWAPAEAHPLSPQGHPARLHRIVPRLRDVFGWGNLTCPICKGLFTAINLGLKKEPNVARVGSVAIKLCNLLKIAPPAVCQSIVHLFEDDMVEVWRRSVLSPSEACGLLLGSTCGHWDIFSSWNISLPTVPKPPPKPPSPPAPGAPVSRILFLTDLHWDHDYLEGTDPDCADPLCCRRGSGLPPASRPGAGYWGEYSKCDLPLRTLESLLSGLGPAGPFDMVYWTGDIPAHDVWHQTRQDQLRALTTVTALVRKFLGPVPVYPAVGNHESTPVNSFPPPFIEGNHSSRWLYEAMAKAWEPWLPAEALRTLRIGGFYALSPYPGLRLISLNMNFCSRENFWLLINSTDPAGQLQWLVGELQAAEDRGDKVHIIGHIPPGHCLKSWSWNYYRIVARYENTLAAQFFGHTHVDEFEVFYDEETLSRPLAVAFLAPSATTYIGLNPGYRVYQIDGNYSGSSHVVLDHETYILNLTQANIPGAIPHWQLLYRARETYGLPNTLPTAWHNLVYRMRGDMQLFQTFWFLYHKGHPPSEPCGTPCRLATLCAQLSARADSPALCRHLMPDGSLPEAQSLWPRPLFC
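Fluorescence read-out (Ex 386 nm, Em 447 nm) after stopping the reaction at pH 10. Enzyme: ASM from human placenta; substrate HMU-PC0, 9 uM final; 60 min, 37 °C. Compound preincubation 10 min, ambient temperature.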
An asterisk follows results filed as active; ? = inconclusive; · = not tested or not shown; & = joins results of further samples; [ ] = another dose, or the depositor's remark. Unless noted, calls follow the shape of the dose curve; as a rule, active = well fitted curve in the direction sought with a large enough effect; inconclusive = small, poorly fitted or top-dose-only effect, or another doubt; inactive = no such curve, though single readings can be large; an effect the other way counts as inactive or inconclusive. A portion of the library; rates above refer to the full screens.

Results follow in this order: MBNL1 CUG block	PTAP TSG101 blk	AT treatment	Integrin act MD	TSHR antag	Mito fusion act	Menin-MLL TR inh	TCR act	CXXC DNA block	S-ASM inh
- CCCOC(=O)c1ccc(NC(=O)c2ccccc2[N+](=O)[O-])cc1
    ?	-3%	5%	6%	47	9%	14%	-6%	0%	-5%
- O=C(CCC(=O)Nc1ccc(F)cc1)N/N=C/c1ccc(O)cc1
    4%	1%	-4%	1%	2	1%	-8%	0%	7%	-1%
- CCCCc1nc2ccccc2[nH]1
    0%	-4%	-2%	-25%	2	15%	-1%	-1%	4%	3%
- CCN1C(=NCCN2CCOCC2)N[C@@H](CCc2ccccc2)C(C(=O)OC)=C1C
    4%&-1%	·	-10%&1%	·	1&7	-3%&-1%	?	·	26%&0%	·
- O=C(N/C(=C\c1ccco1)C(=O)N1CCC(O)CC1)c1ccccc1
    8%	-2%	-3%	-3%	-6	-2%	-8%	11%	-2%	3%
- O=C(COC(=O)CCC(=O)c1ccccc1)Nc1nnc(-c2ccccc2)o1
    ·	0%	2%	12%	-9	-5%	·	0%	·	2%
- CCOC(=O)C1Cc2c([nH]c3ccccc23)C(C)N1 (configuration not stated)
    -6%	0%	2%	31%	8	5%	·	7%	14%	1%
- Cn1c(=O)c2c(nc(N3CCN(c4ccccn4)CC3)n2Cc2ccccc2Cl)n(C)c1=O
    -5%	-5%	-8%	-25%[7.66 µM]	-10	3%	49%	·	4%	0%
- COc1ccc(NC(=O)CCNS(=O)(=O)c2ccccc2F)cc1S(N)(=O)=O
    -6%	-3%	-1%	-19%	-4	-2%	8%	-6%	-5%	3%
- COC(=O)c1ccccc1NC(=O)CN(C)S(=O)(=O)c1ccc(OC)c(C)c1
    -8%	-12%	6%	0%	4	9%	-8%	-1%	-7%	3%
- O=c1c(CN2CCN(Cc3ccccc3)CC2)coc2ccc(Cl)cc12
    6%	-4%	6%	-34%	-5	1%	-1%	1%	4%	0%
- COc1cccc(SCc2noc(C(=O)NCc3ccccc3)c2C(=O)NCc2ccccc2)c1
    14%	-3%	-26%	12%	4	-8%	·	5%	-4%	-1%
- COc1ccccc1C(=O)Nc1ccc(N2CCCCC2)cc1
    5%	-6%	1%	6%	12	7%	-2%	-3%	1%	3%
- CCc1ccc2[nH]c(=O)c(C(c3nnnn3CC3CCCO3)N3CCN4CCCC4C3)cc2c1 (configuration not stated)
    ?	-4%	-4%	-15%	14	0%	-7%	-3%	2%	1%
- O=C(C1=C[C@H](c2ccc(C(F)(F)F)cc2)C[C@H](OCCCCO)O1)N1CCN(Cc2ccccc2)CC1
    12%	-2%	-3%	-21%	-7	2%	?	2%	4%	0%
- COC(=O)c1ccc(/C=N/NC(=O)CNc2cccc(C)c2)cc1
    11%	-3%	-4%	13%	8	3%	20%	5%	3%	-2%
- Cc1nc(N=Nc2cc(S(=O)(=O)O)c3cc([N+](=O)[O-])cc(S(=O)(=O)O)c3c2)c(COP(=O)(O)O)c(C=O)c1O
    ?	·	·	·	-13	-3%	?	·	32µM*	·
- O=C(Nc1cccc(C(=O)O)c1)/C(=C/c1ccc([N+](=O)[O-])cc1)NC(=O)c1ccccc1
    ?	-1%	-6%	6%	-5	1%	33%[activator]	-46%	3%	-1%
- CCOCCn1cnc2sc(C(=O)Nc3nc(C)c(C(=O)OCC)s3)c(C)c2c1=O
    -4%	·	3%	·	-14	-1%	-2%	·	0%	·
- COC(=O)Nc1ccc(S(=O)(=O)N2CCC(Cc3ccccc3)CC2)cc1
    -1%	4%	-1%	6%	-26	?	?	-3%	13%	-1%

Limited to Mito fusion act and TSHR antag, for some of the entries so far:
canonical_smiles	Mito fusion act	TSHR antag
O=c1c(CN2CCN(Cc3ccccc3)CC2)coc2ccc(Cl)cc12	1%	-5
COc1cccc(SCc2noc(C(=O)NCc3ccccc3)c2C(=O)NCc2ccccc2)c1	-8%	4
COc1ccccc1C(=O)Nc1ccc(N2CCCCC2)cc1	7%	12

Next part.
Results follow in this order: MBNL1 CUG block	PTAP TSG101 blk	AT treatment	Integrin act MD	TSHR antag	Mito fusion act	Menin-MLL TR inh	TCR act	CXXC DNA block	S-ASM inh
- Cc1ccc(NC2CC(C)NC(=S)N2)cc1 (configuration not stated)
    4%	-2%	-11%	7%	4	1%	·	-4%	0%	-1%
- O=C(COc1ccc(Cl)cc1Cl)N1CCCN(C(=O)COc2ccc(Cl)cc2Cl)CC1
    -4%	-5%	·	-52%[inhibitor]	-19	?	21%	2%	16%	-13%
- C#CCOCCOCCOCCNc1nc(N2CCN(C(=O)[C@H](CCCCN)n3cc([C@@H](N)CO)nn3)CC2)nc(N2CCN(C(=O)[C@H](Cc3cc4ccccc4[nH]3)n3cc([C@@H](N)Cc4ccc(O)cc4)nn3)CC2)n1
    -19%	·	4%	·	11	2%	-17%	·	21%	·
- CCCC(=O)Nc1nc(-c2ccc3c(c2)OCCO3)cs1
    0%	2%	2%	-1%	-8	4%	31%[activator]	-1%	1%	-1%
- CCCCC[C@H]1CN(C2CCCCC2)C(=O)[C@@H]1CC(=O)NCc1ccccc1
    0%	0%	9%	-19%	-8	13%	3%	-3%	-2%	0%
- CCOC(=O)Nc1ccc2c(c1)nc(CN1CCN(C(C)=O)CC1)n2C
    -4%	-5%	2%	-4%	1	-4%	-3%	-8%	5%	7%
- COc1ccc(CN(C)C(=O)c2ccccc2Sc2ccccc2C#N)cc1OC
    3%	1%	16%	?	-11	5%	·	2%	26%	1%
- Cc1cc(C)cc(S(=O)(=O)Cc2noc(C(=O)NCc3ccccc3)c2C(=O)NCc2ccccc2)c1
    ·	-4%	10%	16%	-9	·	·	0%	·	-8%
- CCOC(=O)CSc1nc(C(C)(C)C)nc2ccccc12
    ?	0%	5%	-11%	-7	0%	2%	-2%	12%	-6%
- COc1cccc(CN(C)Cc2cc(=O)oc3c(C)c(C)ccc23)c1
    -15%	1%	19%	-23%	-1	14%	?	2%	2%	1%

Records above shown as hits in CXXC DNA block:
Compound,MBNL1 CUG block,PTAP TSG101 blk,Integrin act MD,TSHR antag,Mito fusion act,Menin-MLL TR inh,TCR act,CXXC DNA block,S-ASM inh
Cc1nc(N=Nc2cc(S(=O)(=O)O)c3cc([N+](=O)[O-])cc(S(=O)(=O)O)c3c2)c(COP(=O)(O)O)c(C=O)c1O,?,·,·,-13,-3%,?,·,32µM*,·

New compounds follow.
Results follow in this order: MBNL1 CUG block	PTAP TSG101 blk	AT treatment	Integrin act MD	TSHR antag	Mito fusion act	Menin-MLL TR inh	TCR act	CXXC DNA block	S-ASM inh
- Cc1ccc(C(=O)Nc2c(C)cc(C)c3cccnc23)cc1
    -2%	-4%	32%	-22%	-8	-1%	1%	·	10%	-16%
- O=S(=O)(Oc1ccccc1C(=S)N1CCOCC1)c1ccc(Cl)cc1
    -1%	-4%	1%	9%	-15	-7%	·	3%	2%	-1%
- O=C(N/N=C/c1ccccc1Cl)c1nc2ccc([N+](=O)[O-])cc2c(=O)[nH]1
    7%	-6%	0%	-37%	7	8%	6%	-18%	8%	-3%
- CC(=O)Nc1ccc(OC(=O)c2cccnc2)cc1
    -5%	-5%	-2%	-1%	10	1%	22%	-1%	42%[activator]	1%
- CCN(CC)CCNC(=O)Cn1cnc2sc(C)c(S(=O)(=O)N3CCN(c4ncccn4)CC3)c2c1=O
    -4%	-14%	2%	23%	-4	0%	17%	14%	7%	1%
- CC1CCCCC1NC(=O)c1ccc(S(=O)(=O)NCc2ccco2)cc1 (configuration not stated)
    8%	-7%	-3%	-1%	30	13%	2%	0%[46.1 µM]	-5%	12%
